NadD inh: inhibitors of S. aureus NadD, primary screen, biochemical, colorimetric, uHTS. inhibition, % at 20 µM. purified NadD enzyme, colorimetric absorbance read-out. 360,000 tested, 0.78% active. Nicotinate-nucleotide adenylyltransferase NadD (Staphylococcus aureus N315); in the data active means inhibition above about 26%; further: some compounds past the cut are filed as inactive
STEP block: STEP phosphatase inhibitors, primary screen, biochemical, fluorescence intensity, uHTS; Tyrosine-protein phosphatase non-receptor type 5 (Homo sapiens), P54829; recombinant STEP, OMFP fluorogenic substrate; inhibition, % at 20 µM; 360,000 tested, 0.25% active; AID 588621, 2011;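 active means inhibition at 20 µM, scaled per plate between control wells, above about 37%, limit read from the data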;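 further: 0% = DMSO with enzyme and substrate and 100% = substrate only without enzyme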
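System: STEP phosphatase, cell-free reaction; Buffer or medium: Bis-Tris pH 6.0 buffer with DTT, detergent; Incubation: 20 min at room temperature, dark; Measured by: fluorescence, 480/540 nm.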
SUMO1 PPI mod: modulators of SUMO1 protein-protein interactions, primary screen, biochemical, uHTS | 360,000 tested, 0.33% active | AID 602429, 2012 | inhibition, % at 20 µM | SUMO1 binding to a labelled peptide, TR-FRET, 1 h | Small ubiquitin-related modifier 1 (Homo sapiens), P63165; in the data active means inhibition above about 37%
MLLE-PAM2 inh: inhibitors of PABP1 MLLE–PAM2 peptide binding, primary screen, biochemical, fluorescence polarization, FITC-PAM2, GST-MLLE. Polyadenylate-binding protein 1 (Homo sapiens), P11940. 360,000 tested, 0.36% active. inhibition, % at 20 µM; in the data active means inhibition above about 35%, passing the limit was not always enough;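 further: plate controls were DMSO wells with GST-MLLE for no effect and wells lacking GST-MLLE protein for full effect; some results filed as inactive read as strong as hits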
LMPTP inh: LMPTP phosphatase inhibitors, primary screen, biochemical, fluorescence intensity, uHTS; Low molecular weight phosphotyrosine protein phosphatase (Homo sapiens), P24666; recombinant LMPTP-A, OMFP fluorogenic substrate; inhibition, % at 20 µM; 360,000 tested, 0.22% active; AID 651560, 2012;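 active means compounds that cut the enzyme signal by at least half of the control window in the single-dose screen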;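 further: plate controls were DMSO wells with enzyme plus substrate for no effect and substrate without enzyme for full effect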
Target sequence (P24666 whole entry, looked up): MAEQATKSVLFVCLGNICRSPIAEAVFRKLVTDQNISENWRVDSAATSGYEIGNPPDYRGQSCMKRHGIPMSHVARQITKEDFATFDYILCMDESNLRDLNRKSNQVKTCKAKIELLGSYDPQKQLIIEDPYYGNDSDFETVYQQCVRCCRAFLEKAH
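Buffer or medium: Bis-Tris pH 6.0, DTT, detergent; Assay system: LMPTP-A enzyme; Quantity: 0.625 nM enzyme; Detection: endpoint fluorescence intensity; Times: 50 min dark incubation at room temperature; Controls: substrate-only low control, DMSO enzyme-plus-substrate high control; Doses: single 20 µM dose; Read-out: percent inhibition versus substrate-only and uninhibited controls; Reagent: 400 µM OMFP.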
Scp-1 inhibitor: Scp-1 phosphatase inhibitors, primary screen, biochemical, colorimetric, uHTS. Carboxy-terminal domain RNA polymerase II polypeptide A small phosphatase 1 (Homo …. Recombinant Scp1, phosphopeptide, malachite green phosphate absorbance. inhibition, % at 20 µM. 340,000 tested, 0.88% active. AID 493091, 2011;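 active means inhibition above about 50% at 20 µM, limit read from the data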;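 further: plate controls were DMSO wells with enzyme for no effect and wells lacking enzyme for full effect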
Target sequence (Q9GZU7 76-261 limits assumed): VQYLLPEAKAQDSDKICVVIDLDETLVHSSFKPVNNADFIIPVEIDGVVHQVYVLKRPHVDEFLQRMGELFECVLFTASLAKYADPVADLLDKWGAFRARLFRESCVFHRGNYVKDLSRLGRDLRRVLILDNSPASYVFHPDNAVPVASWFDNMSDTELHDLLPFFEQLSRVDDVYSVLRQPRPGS
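Incubation: 45 min enzyme reaction at room temperature / System: truncated SCP-1 phosphatase (76-261aa) / Reagent: Phospho 17-mer peptide substrate / Buffer or medium: Acidic Tris acetate buffer with magnesium and detergent / Signal: absorbance at 630 nm / Doses: one concentration, 20 µM, with 1.0% DMSO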
Rpn11 block: Rpn11 (PSMD14) deubiquitinase inhibitors, primary screen, biochemical, fluorescence polarization, uHTS; 26S proteasome non-ATPase regulatory subunit 14 (Homo sapiens), O00487; human 26S proteasome, Ub4-pepOG fluorescence polarization; 20S core pre-blocked with epoxomicin; calls only at 20 µM; 360,000 tested, 0.59% active;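 active means inhibition at 20 µM, scaled to each plate's controls, above about 33%, limit read from the data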
Target sequence (O00487 whole entry, looked up): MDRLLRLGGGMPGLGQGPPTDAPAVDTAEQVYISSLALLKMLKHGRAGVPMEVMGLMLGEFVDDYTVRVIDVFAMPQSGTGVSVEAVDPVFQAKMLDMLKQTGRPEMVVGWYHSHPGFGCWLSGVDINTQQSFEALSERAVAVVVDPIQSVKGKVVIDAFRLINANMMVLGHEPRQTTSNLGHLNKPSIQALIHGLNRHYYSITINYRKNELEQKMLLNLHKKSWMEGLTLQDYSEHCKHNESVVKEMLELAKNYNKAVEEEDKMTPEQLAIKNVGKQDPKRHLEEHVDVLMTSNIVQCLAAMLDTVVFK
CSN inh: inhibitors of CSN-mediated cullin deneddylation, primary screen, biochemical, fluorescence polarization, uHTS | inhibition, % at 12.5 µM | 360,000 tested, 0.38% active | Purified CSN, SCF-Nedd8-OG deneddylation | AID 651999, 2013;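 active means pattern-corrected inhibition above about 35%, with an unprinted fluorescence ratio check between 0.5 and 1.5, limit read from the data, passing the limit was not always enough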;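 further: 0% = enzyme with substrate and 100% = substrate without enzyme; some results filed as inactive read as strong as hits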
Target sequence (Q92905 whole entry, looked up, one chain of several): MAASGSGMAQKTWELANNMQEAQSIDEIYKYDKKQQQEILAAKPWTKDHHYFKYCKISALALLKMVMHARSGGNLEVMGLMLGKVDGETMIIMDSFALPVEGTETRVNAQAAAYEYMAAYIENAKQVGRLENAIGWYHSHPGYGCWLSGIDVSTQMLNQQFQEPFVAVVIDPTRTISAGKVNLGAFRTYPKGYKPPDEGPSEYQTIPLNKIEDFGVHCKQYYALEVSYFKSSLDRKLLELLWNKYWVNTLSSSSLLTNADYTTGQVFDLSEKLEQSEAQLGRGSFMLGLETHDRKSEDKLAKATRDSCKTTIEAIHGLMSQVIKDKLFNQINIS
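Assay system: purified human Csn5 enzyme expressed in HEK293T cells; Input: 0.24 nM Csn5 enzyme, final concentration; Reagent: 10 nM SCFSkp2-Nedd8OG; Compound dosing: 12.5 µM single point; Times: reaction 90 min, room temperature; Technique: fluorescence polarization readout.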
DNMT1 block: human DNMT1 methyltransferase inhibitors, primary screen, biochemical, molecular beacon, fluorescence, HinP1I cleavage, uHTS; DNA (cytosine-5)-methyltransferase 1 (Homo sapiens), P26358; inhibition (reported as % activation of signal), % at 10 µM; 360,000 tested, 0.83% active; in the data active means inhibition above about 50%
Tb MetRS inh: T. brucei MetRS inhibitors, primary screen, biochemical, luminescence | inhibition, % at 11.9 µM | 360,000 tested, 0.4% active | purified T. brucei MetRS, ATP depletion, Kinase-Glo luminescence | methionyl-tRNA synthetase (Trypanosoma brucei brucei) | AID 624268, 2012;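 active means inhibition above a per-plate cutoff of the control wells' mean inhibition plus 3 SD, cut at about 5.5% in these data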;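 further: 0% = DMSO wells median and 100% = median of wells with control inhibitor compound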
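Dosing: 11.9 µM compound single dose, 0.9% DMSO; Assay system: purified T. brucei MetRS enzyme; Measured by: Kinase-Glo luciferase luminescence reporting remaining unconsumed ATP; Schedule: 15 min plus 2 h at 25 °C.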
Numbers without * were called inactive; i = inactive; . = no result given; + = active, no number; & = joins results of further samples.

SMILES	NadD inh	STEP block	SUMO1 PPI mod	MLLE-PAM2 inh	LMPTP inh	Scp-1 inhibitor	Rpn11 block	CSN inh	DNMT1 block	Tb MetRS inh
Cc1cc(CO)nn1-c1ccc([N+](=O)[O-])cc1	-4.0	1.1	-23.4	4.3	0.9	-6.2	i	-2.3	6.9	0.1
CC1CCN(c2ccc(NC(=O)Cn3c(=O)oc4ccccc43)cc2)CC1	5.5	0.3	-2.4	-12.1	1.5	-0.9	i	3.8	-1.5	-0.2
O=C(CN1c2ccccc2Sc2ccccc21)N/N=C/c1ccc(Cl)cc1Cl	20.9	2.0	-4.2	-12.6	2.2	-14.8	i	1.1	-3.4	-1.1
O=S(=O)(c1cccc2nsnc12)N1CCNCC1	-2.0	-4.4	-34.0	13.0	-1.8	-3.0	i	0.1	2.7	-0.5
NC(=O)c1cc(S(=O)(=O)NCc2ccccc2)cs1	0.8	-1.0	2.1	7.3	-1.9	0.3	i	0.1	-1.1	-0.1
O=C(Nc1ccccc1Cl)Oc1ccc(-c2ccccc2)cc1	-4.9	0.8	5.4	-8.1	0.7	-11.0	i	4.8	1.2	-0.6
CC12CC(c3ccccc3O1)N(C(=O)c1ccc(Br)o1)C(=O)N2c1ccccc1 (stereo not given)	-2.7	1.4	4.3	4.5	-0.4	0.3	i	2.2	1.0	0.0
O=C(Nc1ccccc1)Nc1nnc([C@H]2C[C@H](O)[C@@H](CO)O2)s1	-3.7	-2.3	-1.1	-11.9	3.6	.	i	-2.5	3.1	3.1
CCS(=O)(=O)N1CCCC(C(=O)NC2CCC(C)CC2)C1 (stereo not given)	-2.9	-1.1	1.4	-7.0	-1.2	7.1	i	-1.0	0.7	-0.6
CCOC(=O)Nc1ccc2c(c1)N(C(=O)CCN1CCN3CCCC3C1)c1ccccc1CC2 (stereo not given)	-6.9	0.5	3.6	-13.2	-1.1	-5.6	i	-4.6	-0.6	0.6
CC(C)CNC(=O)C(=O)Nc1cc2c3c(c1)C(C)C(=O)N3CCC2 (stereo not given)	4.8	0.4	7.2	6.1	-1.6	0.0	i	-0.4	0.7	-0.3
CCOc1ccc(N(CC(=O)NCc2ccccc2)C(=O)CCC(=O)Nc2nccs2)cc1	-6.2	-1.4	9.6	-4.3	-1.4	-4.4	i	6.2	-1.4	0.1
Cc1ccccc1NC(=S)N1CCN(c2ccccc2C)CC1	2.5	1.1	0.3	-100.3	0.9	-2.4	i	5.2	2.3	0.5
Nc1ncn([C@@H]2O[C@H](CO)[C@@H](O)[C@H]2O)c(=O)n1	-1.4	-0.9	1.9	5.7	-1.6	-6.2	i	-3.2	4.7	-0.1
CC1(C)Cc2ccccc2-c2nnc(C(F)(F)F)n21	0.2	-3.0	0.3	-2.8	-1.7	-11.7	i	0.2	13.9	0.8
COCc1c(C(=O)N/N=C/c2ccncc2)nnn1-c1nonc1N	-8.2	-1.7	-11.2	-1.1	-1.6	1.4	i	0.9	2.0	-1.7
CCOc1ccccc1NC(=O)CN1CCN(Cc2ccccc2)CC1	-6.9	-0.8	8.7	-1.3	-1.5	-10.4	i	0.9	0.5	-0.8
C=CCc1ccccc1OCC(O)CN1CCN(c2ccccc2OC)CC1 (stereo not given)	-0.2&-4.2	-0.2&-1.0	-2.0&1.8	-0.8&12.3	-1.8&-1.4	-8.4	i	6.2&2.8	-7.3&4.2	-0.2&-0.3
O=C(Nc1ccc(-c2cn3c(n2)SCC3)cc1)c1ccco1	-0.4	2.5	5.0	-3.2	-0.3	-1.2	i	-0.9	-5.1	-1.1
c1ccc(-n2nnnc2Sc2ncnc3sc4c(c23)CCCC4)cc1	1.5	7.5	0.9	-37.0	4.0	-4.9	+	0.8	22.8	-0.5
COc1ccc(CNCc2cn(-c3cccc(F)c3)nc2-c2ccc(C)o2)cc1	9.3	2.3	-4.9	-67.2	8.3	-1.8	+	11.9	-3.4	-1.1
Cc1sc(NC(=O)CSc2nnc(C(C)C)n2C)c(C#N)c1C	-2.5	0.0	2.1	2.9	-0.9	0.7	i	-2.5	2.0	-0.5
Cc1ccc(C)c(Cn2c(=O)n(CCC(=O)NCc3ccco3)c(=O)c3sccc32)c1	-2.2	-0.2	-4.6	-9.7	1.2	-2.2	i	-3.0	5.3	-0.2
COc1ccc(Cn2c(=O)sc3ccccc32)cc1OC	-9.0	3.1	3.2	3.5	-0.1	-9.4	i	-1.9	-1.0	-1.0
O=C(NNC(=S)NCc1ccco1)c1cccs1	-2.7	-1.4	-1.7	-15.9	-1.9	-7.3	i	-2.1	-1.3	-0.3
(continued)
SMILES	NadD inh	STEP block	SUMO1 PPI mod	MLLE-PAM2 inh	LMPTP inh	Scp-1 inhibitor	Rpn11 block	CSN inh	DNMT1 block	Tb MetRS inh
Cn1c(=O)c2cc(NC(=O)CC(C)(C)C)ccc2n1-c1ccccc1F	1.7	-4.0	-0.3	-7.3	-0.7	.	i	2.8	-0.9	-0.1
Cc1nn(C)cc1CNC(=O)C1CCC(=O)N(Cc2cccc(C(F)(F)F)c2)C1 (stereo not given)	5.0	4.8	2.7	-4.4	-1.8	-3.6	i	-2.1	0.5	-0.2
O=C(CCCn1c(=S)[nH]c2cc3c(cc2c1=O)OCO3)NCc1ccco1	-5.2	0.3	3.2	-41.2	-0.6	-8.9	i	4.5	1.8	0.0
Cc1cccc(-c2nsc(SCC(=O)N3CCCC3)n2)c1	-3.3	4.2	-4.3	7.3	-1.0	-7.3	i	-1.7	-2.1	0.4
COc1cccc(NC(=O)C2CCN(S(=O)(=O)c3ccc4c(c3)NC(=O)CO4)CC2)c1	0.4	-1.8	-6.3	-7.5	-0.6	2.9	i	0.6	-1.2	0.5
CC(C)c1ccc(C2C(C(=O)c3ccco3)=C(O)C(=O)N2CCN2CCOCC2)cc1 (stereo not given)	4.6	2.1	-8.6	2.6	-0.8	-2.3	i	1.3	-2.0	-0.4
Cc1cc2ncn(-c3ncnc4scc(-c5ccccc5)c34)c2cc1C	8.5	0.9	-1.0	-4.4	0.8	-10.8	i	9.2	-4.2	-0.4
O=C(N/N=C/c1ccc([N+](=O)[O-])o1)C1CCCC1	-3.0	-0.1	-33.9	12.5	2.2	-4.0	i	-1.3	-6.2	-0.2
O=C(NCC1CCCO1)c1cc2n(n1)C(C(F)(F)F)CC(c1ccc(Br)cc1)N2 (stereo not given)	-2.3	-0.3	2.2	13.3	-0.4	-7.0	i	-6.2	0.4	0.3
O=C(CS(=O)CC(=O)N(c1ccccc1)C(C(=O)NC1CCCCC1)c1ccco1)Nc1ccc(F)cc1 (stereo not given)	-7.0	-5.0	0.9	10.1	-0.8	-5.3	i	-12.6	2.4	0.1
COC(=O)c1ccc(C(=O)Nc2ccc3nc(-c4ccncc4)[nH]c3c2)cc1	-5.2	1.4	50.5*	-3.2	-0.1	-10.0	i	9.4	-2.1	-0.5
COc1ccccc1NC(=O)COC(=O)c1cc2ccccc2cc1O	0.0	0.2	5.6	6.5	0.7	-3.6	i	1.1	5.2	-0.2
COCc1c(Br)c(C)nc(OCC(=O)N/N=C/c2ccco2)c1C#N	-0.1	1.1	-4.4	-70.7	-0.2	16.8	i	1.2	13.9	-1.5
CC1=C(C(=O)N(C)C)CC(CC(=O)NC(c2ccccc2)c2ccccc2)C(=O)N1CCCN1CCCC1=O (stereo not given)	2.2	-2.6	-3.8	-1.5	0.1	.	i	0.6	-1.4	0.4
COc1ccc(NC(=O)c2cccnc2N2CCOCC2)cc1	2.1	-2.7	0.1	5.4	0.6	-5.7	i	0.2	-0.1	-0.3
O=C(O)/C=C/C(=O)c1c(-c2ccccc2)[nH]c2ccccc12	0.3	1.9	7.3	9.0	0.4	-1.2	i	7.1	6.2	0.8
Cc1c(OCC(=O)NCCCn2ccnc2)ccc2c3c(c(=O)oc12)CCCC3	5.5	0.0	7.5	2.5	2.4	0.3	i	-1.5	1.2	0.0
CC(OC(=O)c1ccccc1C(=O)N(C)c1ccccc1)C(=O)Nc1ccccc1[N+](=O)[O-] (stereo not given)	-1.2	3.1	2.8	0.6	-0.3	-2.0	i	-8.4	0.0	-0.2
C=CCn1c(-c2cccn(Cc3ccccc3)c2=O)n[nH]c1=S	2.7	0.4	-0.3	7.6	-0.1	0.4	i	-1.4	-1.5	0.0
Cc1ccc(C(=O)Nc2ccc(C)c(S(=O)(=O)Nc3ccccc3Cl)c2)s1	-1.1	0.7	25.8	1.8	3.4	-10.7	i	4.2	1.8	4.4
COC(=O)C1CCN(c2nc3ccccc3nc2C(C#N)C(=O)NCCc2ccccc2)CC1 (stereo not given)	-3.6	-0.6	-3.8	-7.4	3.2	38.4	i	0.0	-5.0	0.3
CC(=O)Nc1ccc(C(=O)OCC(=O)NC(=O)NC2CCCCC2)cc1	-2.5	-3.2	2.1	-13.1	0.1	2.5	i	4.3	2.4	0.1
COCCNc1nc(NCc2cnc(C)cn2)c2sccc2n1	3.1	2.1	-7.8	8.4	53.2*	.	i	-3.5	-2.4	0.6
CCC(C)(C(=O)NC1CCCCC1)N(C(=O)CNC(C)=O)c1c(C)n(C)n(-c2ccccc2)c1=O (stereo not given)	0.2	-4.2	2.0	-4.7	-1.3	-8.1	i	-0.5	3.5	-0.3

2 compounds picked at random from the list so far, as already listed:
SMILES	NadD inh	STEP block	SUMO1 PPI mod	MLLE-PAM2 inh	LMPTP inh	Scp-1 inhibitor	Rpn11 block	CSN inh	DNMT1 block	Tb MetRS inh
Cc1cc2ncn(-c3ncnc4scc(-c5ccccc5)c34)c2cc1C	8.5	0.9	-1.0	-4.4	0.8	-10.8	i	9.2	-4.2	-0.4
Cc1c(OCC(=O)NCCCn2ccnc2)ccc2c3c(c(=O)oc12)CCCC3	5.5	0.0	7.5	2.5	2.4	0.3	i	-1.5	1.2	0.0

Screening data from PubChem.
